Source: PubChem (The Scripps Research Institute Molecular Screening Center)
GBA activity up – GBA activity enhancers in patient fibroblasts, primary screen, cell-based; L444P Gaucher fibroblasts, 4-MU-glucoside fluorescence, 3 days; activation, % at 10 µM; actives 0.44% (n = 30,000); in the data active means activation above about 65%;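 further: 0% = vehicle wells and 100% = positive control wells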
Target sequence (P04062 whole entry L483P): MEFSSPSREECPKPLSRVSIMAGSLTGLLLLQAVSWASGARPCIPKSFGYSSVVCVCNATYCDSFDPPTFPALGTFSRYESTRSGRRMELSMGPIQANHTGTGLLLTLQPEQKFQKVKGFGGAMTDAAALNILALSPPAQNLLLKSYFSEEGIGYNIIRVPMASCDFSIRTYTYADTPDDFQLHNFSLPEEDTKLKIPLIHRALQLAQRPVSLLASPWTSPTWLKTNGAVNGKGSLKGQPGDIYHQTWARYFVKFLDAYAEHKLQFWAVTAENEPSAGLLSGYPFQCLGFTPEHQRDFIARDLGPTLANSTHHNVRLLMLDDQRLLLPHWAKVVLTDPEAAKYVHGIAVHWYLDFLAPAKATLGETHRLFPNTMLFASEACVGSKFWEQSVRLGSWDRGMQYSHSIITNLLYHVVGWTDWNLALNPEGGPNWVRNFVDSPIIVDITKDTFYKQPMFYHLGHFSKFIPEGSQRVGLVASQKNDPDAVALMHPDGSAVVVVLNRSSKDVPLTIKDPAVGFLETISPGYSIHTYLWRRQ
Starred values were filed as active, the others as inactive. Not all compounds are listed; rates above refer to the full screens.

O=C(COC(=O)C12CC3CC(CC(C3)C1)C2)N1CCN(S(=O)(=O)c2ccccc2)CC1
  GBA activity up = -19

CC1CC(c2ccccc2)n2nc(NC(=O)c3ccco3)nc2N1 (stereo not given)
  GBA activity up = 15

COc1cc(NS(=O)(=O)c2ccc(NC(=O)CSC3=NCCS3)cc2)nc(OC)n1
  GBA activity up = -34

Cn1c(SCC(=O)C(C)(C)C)nnc1-c1cccnc1
  GBA activity up = -8

N#C/C(=C1/CCCCCN1)c1nc2ccccc2s1
  GBA activity up = -29

COc1ccccc1Nc1nc(N)nc(CN2CCc3ccccc3C2)n1
  GBA activity up = -17

O=C(CCCNS(=O)(=O)c1cccc2nsnc12)NCCc1ccccc1
  GBA activity up = 3

CCOC(=O)c1sc2nc(N3CCOCC3)c3c(c2c1N)CCCC3
  GBA activity up = 27

COC(=O)CSc1nc2cc(C)ccc2cc1C#N
  GBA activity up = -17

COc1ccccc1N1CCN(S(=O)(=O)c2cn(C)c(=O)n(C)c2=O)CC1
  GBA activity up = -12

Cc1ccc2c(C)c(C(=O)Nc3nnc(C)s3)oc2c1
  GBA activity up = -2

CC1(C)CC(=O)C2=C(C1)N(CCN1CCOCC1)C1=C(C(=O)CC(C)(C)C1)C2c1cccc(F)c1
  GBA activity up = -49

O=C1/C(=N/n2cnnc2)c2ccccc2N1Cc1ccccc1
  GBA activity up = -16

COc1ccc(NC(=O)C(C)NS(=O)(=O)c2ccc(NC(C)=O)cc2)cc1Cl (stereo not given)
  GBA activity up = 2

CC1CCN(C(=O)c2scc3c2OCCO3)CC1
  GBA activity up = -40

CCc1ccc2nc(NC(=O)CSCc3c(C)noc3C)sc2c1
  GBA activity up = 1

CCn1c(=O)n(CC(=O)NCc2ccccc2OC)c(=O)c2ccccc21
  GBA activity up = 0

O=C(NCc1cccs1)[C@@H]1CSC2c3ccccc3C(=O)N21 (stereo not given in full)
  GBA activity up = -6

CC1CCCC(C)N1C(=O)c1cc(-c2ccc(Cl)c(Cl)c2)on1 (stereo not given)
  GBA activity up = -18

CCN1CCN(Cc2c(C)[nH]c3ccc(C(=O)OC)cc3c2=O)CC1
  GBA activity up = 0

Cn1c(=O)n(C)c2cc(S(=O)(=O)N3CCCc4ccccc43)ccc21
  GBA activity up = -16

Cc1nc(NCCO)c2nnn(Cc3ccccc3F)c2n1
  GBA activity up = -6

CCCCOc1ccccc1C(=O)NCC(=O)O
  GBA activity up = -5

COc1ccc(OC)c(-c2nnc(SCC(=O)NC3CCCCC3)o2)c1
  GBA activity up = -1

O=C(Nc1ccc(C(F)(F)F)cc1)C1CCCN1S(=O)(=O)c1cccc2cccnc12 (stereo not given)
  GBA activity up = 6

CCC(C)NC(=O)CCC(=O)Nc1ccc2nc(N3CCOCC3)cc(C)c2c1 (stereo not given)
  GBA activity up = -9

CCCc1cc(N2CCCC(C(=O)Nc3ccc(OC)cc3OC)C2)n2ncnc2n1 (stereo not given)
  GBA activity up = -15

Cc1cc(=O)n(-c2ccc3ccccc3n2)[nH]1
  GBA activity up = -15

C=C(C)Cn1c(CCNC(=O)C(C)(C)C)nc2ccccc21
  GBA activity up = 9

Cc1cc(C(=O)CSc2nnc(-c3cccc(F)c3)n2N)c(C)n1Cc1ccc2c(c1)OCO2
  GBA activity up = -26

COc1ccc(NC(=O)CSc2nc3c(c(=O)n2-c2ccc(F)cc2)SCC3)c(OC)c1
  GBA activity up = 20

CCn1c(SCC(=O)Nc2cccc(C(C)=O)c2)nnc1C(C)C
  GBA activity up = -11

O=C(NCCN1CCN(c2ccccc2)CC1)C1(S(=O)(=O)c2ccc(Cl)cc2)CC1
  GBA activity up = 11

Cc1[nH]nc2c1C(c1ccoc1)C(C#N)=C(N)O2 (stereo not given)
  GBA activity up = -3

Cc1ccc(-c2nnn(CC(=O)Nc3ccccc3N3CCOCC3)n2)cc1
  GBA activity up = -18

COc1ccc(CCNC(=O)C2CCCCC2C(=O)O)cc1OC (stereo not given)
  GBA activity up = -40

c1ccc(-c2nnc(-c3ccco3)o2)cc1
  GBA activity up = -13

COc1ccc(CNC(=O)C2CCN(S(=O)(=O)N3CCOCC3)CC2)cc1
  GBA activity up = -36

C=CCn1c(=O)c2ccccc2n2c(SCc3csc(-c4ccccc4)n3)nnc12
  GBA activity up = 3

C=CCn1c(Cc2csc(N)n2)nnc1SCC(=O)Nc1ccc(C(=O)OCC)cc1
  GBA activity up = 6

Cc1ccc(-n2nnnc2SCC(=O)Nc2c(C)n(C)n(-c3ccccc3)c2=O)cc1
  GBA activity up = 8

O=C(C1CCC1)N1CCc2cc(S(=O)(=O)N3CCCCC3)ccc21
  GBA activity up = 42

Cc1ccc(C)c2[nH]c(=O)c(CN(CCN3CCCC3)C(=O)Nc3cccc(Cl)c3)cc12
  GBA activity up = -69

COc1cc2c(cc1OC)CN(C(=O)c1cc3ccccc3oc1=O)CC2
  GBA activity up = -57

COC(=O)c1cn(NC(=O)C2COc3ccccc3O2)c(=O)c2ccccc12 (stereo not given)
  GBA activity up = -37

N#CC1=C(N)Oc2n[nH]c(-c3ccc(F)cc3)c2C1c1ccncc1 (stereo not given)
  GBA activity up = 46

COc1ccc2cc3cc(C(=O)NCc4ccc5c(c4)OCO5)oc3nc2c1
  GBA activity up = -9

CC(Sc1nc(NCc2ccccc2)nc(N2CCOCC2)n1)C(=O)Nc1ccccc1 (stereo not given)
  GBA activity up = 10

O=C(CSc1nc2ccccc2[nH]1)c1ccc2c(c1)OCO2
  GBA activity up = 3

O=C(O)CN1C(=O)CC(Cc2ccc(Cl)cc2)C1=O (stereo not given)
  GBA activity up = -7

Cc1cc(C(=O)OCC(=O)N2c3ccccc3CC2C)c(C)o1 (stereo not given)
  GBA activity up = -1

CC(=O)NC(CCS(C)(=O)=O)C(=O)Nc1c(F)cccc1F (stereo not given)
  GBA activity up = -37

NC(=O)c1c(NC(=O)CSc2nnc(Cc3ccccc3)n2Cc2ccco2)sc2c1CCC2
  GBA activity up = -11

COc1ccc(C(=O)Nn2c(C)ccc2C)cc1OC
  GBA activity up = -11

Cc1ccc(C(C)NC(=O)c2c(C)noc2C)cc1C (stereo not given)
  GBA activity up = -16

COc1ccc(-c2noc(CCC(=O)Nc3cccnc3)n2)cc1OC
  GBA activity up = -11

COc1ccc2c(c1)CCCC21NC(=O)NC1=O (stereo not given)
  GBA activity up = -10

O=C1Nc2ccccc2C(O)(C(=O)NCc2ccco2)N1c1ccc(Cl)c(Cl)c1 (stereo not given)
  GBA activity up = -6

CCOc1ccc(CN2C(=O)c3ccccc3C2C(=O)NCc2cccnc2)cc1 (stereo not given)
  GBA activity up = -31

COCCn1c(C)cc(C(=O)CSc2nc3ccccc3o2)c1C
  GBA activity up = -16

COc1cc2c(cc1OC)C(COc1ccc(F)cc1)N(C(=O)c1ccco1)CC2 (stereo not given)
  GBA activity up = -60

Fc1cccc(-n2c(-c3ccco3)nc3nc4ccccc4nc32)c1
  GBA activity up = 7

COc1ccc(/C(O)=C2\C(=O)C(=O)N(CCN(C)C)C2c2cc(OC)c(OC)c(OC)c2)c(C)c1 (stereo not given)
  GBA activity up = 6

CCC(=O)Nc1ccc(S(=O)(=O)Nc2cccc(C)c2)cc1OC
  GBA activity up = -6

CCOC(=O)CSc1nnc(CNC(=O)c2ccc(OC)cc2)n1C1CCCCC1
  GBA activity up = -4

O=C(c1ccccc1)N1CCN(CC#CC2(O)CCCCC2)CC1
  GBA activity up = 4

CC1(C)CC(OC(=O)c2ccco2)CC(C)(C)N1O
  GBA activity up = 14

Cc1ccccc1-c1nnc(SCc2ccc(F)cc2)o1
  GBA activity up = 7

CCOc1cc(CNCC2CCCO2)cc(Br)c1OCC(N)=O (stereo not given)
  GBA activity up = -40

CCC(C)NC(=O)CC(c1ccc(OC)cc1)n1cccc1 (stereo not given)
  GBA activity up = 3

N#Cc1nc(-c2ccco2)oc1N1CCC(C(N)=O)CC1
  GBA activity up = -24

Cc1cc(SCC(=O)NC(=O)NCc2ccco2)nc2c(C)cccc12
  GBA activity up = -3

COCNc1nc(OCC#N)nc(N(C)C)n1
  GBA activity up = -9

CC(C(=O)OCn1nnc2ccccc2c1=O)N1C(=O)c2ccccc2C1=O (stereo not given)
  GBA activity up = -9

COc1ccc(OC)c(NS(=O)(=O)Cc2ccccc2)c1
  GBA activity up = 16

Cc1cc(C)c2nc3c(c(C(=O)O)c2c1)CCC3
  GBA activity up = 2

COc1ccc(N2C(=O)[C@@H]3Cc4ccccc4CN3C2=O)cc1
  GBA activity up = -8

COc1ccccc1-c1cc(C(F)(F)F)nc(N2CCN(c3ccc(F)cc3)CC2)n1
  GBA activity up = -25

N#CC1=C(N)OC2=C(C(=O)CCC2)C1c1ccc(OC(=O)N2CCOCC2)cc1 (stereo not given)
  GBA activity up = -11

O=C(NCCc1ccccc1)c1noc2c1CCc1ccccc1-2
  GBA activity up = -2

CCC(=O)Nc1ccc(-c2nn3c(C)nnc3s2)cc1
  GBA activity up = -6

Cc1ccc(S(=O)(=O)NCCn2c(C)cc3ccccc32)cc1
  GBA activity up = -6

CC(=O)Nc1ccc(S(=O)(=O)Nc2cccc(N(C)S(C)(=O)=O)c2)cc1
  GBA activity up = -7

O=C(O)c1ccc(COc2ccc(CO)cc2Cl)cc1
  GBA activity up = 19

NC(=O)C1CCN(C(c2ccccc2F)c2nnnn2Cc2ccco2)CC1 (stereo not given)
  GBA activity up = -33

Cc1cc(S(=O)(=O)Nc2ccccc2C(=O)O)ccc1Cl
  GBA activity up = -6

CC(C)c1ccc(O)c(NC(=O)c2cncc(Br)c2)c1
  GBA activity up = -2

COC(=O)Cn1nc(-c2ccccc2)c2ccccc21
  GBA activity up = 13

Cc1oc(-c2cccs2)[n+]([O-])c1C
  GBA activity up = -6

COc1ccc(-c2nc(SC)n(C(=O)c3ccco3)n2)cc1
  GBA activity up = 1

CCOC(=O)c1sc(NC(=O)CSc2ncccn2)c(C#N)c1C
  GBA activity up = -1

CC(C)OC(=O)CC(=O)c1sc2nc3c(cc2c1N)CN(C)CC3
  GBA activity up = -3

CCc1cc(C(=O)OC)c(NC(=O)CC2NCCNC2=O)s1 (stereo not given)
  GBA activity up = -6

Cc1noc(C)c1COC(=O)c1ccc2c(c1)OCCO2
  GBA activity up = -9

CCCCCCn1c(SCCCC)nc2c1c(=O)[nH]c(=O)n2C
  GBA activity up = 14

CN(C)CC(C)(C)NS(=O)(=O)c1ccc(Cl)cc1
  GBA activity up = -28

COc1ccc(OC)c(S(=O)(=O)N(C)CC(=O)Nc2ccc3c(c2)OCO3)c1
  GBA activity up = -19

Cc1ccc(C)c2nc(N3CCCC3)c(C#N)cc12
  GBA activity up = -18

CC1=CCP(=O)(c2ccccc2)C1 (stereo not given)
  GBA activity up = -4

c1ccc(CCc2nc(-c3cccnc3)no2)cc1
  GBA activity up = 9

CCc1c(C)nc(/N=C(/NC(=O)c2ccccc2)Nc2ccccc2OC)[nH]c1=O
  GBA activity up = -27

CCOC(=O)C1=C(O)C(=O)N(c2ccc(S(N)(=O)=O)cc2)C1c1ccc(OC)cc1OC (stereo not given)
  GBA activity up = 40

COc1ccc(OC)c(C2=NOC(C(=O)Nc3cccnc3)C2)c1 (stereo not given)
  GBA activity up = -18

O=C(O)CCc1ccc(-c2cccs2)n1NC(=O)c1ccco1
  GBA activity up = -16

O=C(C1CCN(S(=O)(=O)N2CCOCC2)CC1)N1CCc2ccccc21
  GBA activity up = -7

O=C(CCS(=O)(=O)c1cccc2nonc12)Nc1cccc2c1CCCC2
  GBA activity up = -1

COCCNc1nc(SCC(=O)N2CCN(c3ccccc3OC)CC2)nc2ccccc12
  GBA activity up = 23

Cc1cc(C)n(C(=O)CNC(=O)COc2ccccc2)n1
  GBA activity up = -30

Cc1c(C(=O)OC2CCCC2C)[nH]c2c1C(=O)CCC2 (stereo not given)
  GBA activity up = 5

CC(C)(C)C1CCc2[nH]nc(C(=O)O)c2C1 (stereo not given)
  GBA activity up = -9

CC1C(=O)C(C)C(c2ccco2)NC1c1ccco1 (stereo not given)
  GBA activity up = -6

COCCNC(=O)CSc1nc2ccccc2c(=O)n1CCCC(=O)NCc1ccccc1
  GBA activity up = -20

CSc1nnc(C2CCCN2)n1C (stereo not given)
  GBA activity up = -63

CC(C)c1nc2cc3ccccc3cc2[nH]1
  GBA activity up = 51

COc1ccc(N(C(=O)COc2ccccc2)C2C=CS(=O)(=O)C2)c(OC)c1 (stereo not given)
  GBA activity up = 6

COC(=O)CSc1nc2ccccc2n1CC(=O)N(C(C)C)C(C)C
  GBA activity up = -27

CCN(CC)S(=O)(=O)c1ccc(F)c(C(=O)NCCCN2CCOCC2)c1
  GBA activity up = 6

CC12CCC(C(=O)N3CCN(c4ncccn4)CC3)(c3nc4ccccc4nc31)C2(C)C (stereo not given)
  GBA activity up = -4

C=CCc1cccc2cc(NC(C)=O)c(=O)oc12
  GBA activity up = -1

O=C(NCc1ccco1)C(NS(=O)(=O)c1cccc2nsnc12)c1ccccc1 (stereo not given)
  GBA activity up = -28

Of the compounds above, these contain a COOH group.
CCCCOc1ccccc1C(=O)NCC(=O)O
  GBA activity up = -5

COc1ccc(CCNC(=O)C2CCCCC2C(=O)O)cc1OC (stereo not given)
  GBA activity up = -40

O=C(O)CN1C(=O)CC(Cc2ccc(Cl)cc2)C1=O (stereo not given)
  GBA activity up = -7

Cc1cc(C)c2nc3c(c(C(=O)O)c2c1)CCC3
  GBA activity up = 2

O=C(O)c1ccc(COc2ccc(CO)cc2Cl)cc1
  GBA activity up = 19

Cc1cc(S(=O)(=O)Nc2ccccc2C(=O)O)ccc1Cl
  GBA activity up = -6

O=C(O)CCc1ccc(-c2cccs2)n1NC(=O)c1ccco1
  GBA activity up = -16

CC(C)(C)C1CCc2[nH]nc(C(=O)O)c2C1 (stereo not given)
  GBA activity up = -9

(list continues)
O=C(Nc1ccc2c(c1)OCO2)c1cc2ncc(Br)cn2n1
  GBA activity up = -6

COc1ccccc1-c1noc(CCC(=O)Nc2cccc(C(F)(F)F)c2)n1
  GBA activity up = -2

Cc1ccc(C(=O)N(CN2CCCC2=O)c2ccc(F)cc2)cc1C
  GBA activity up = -11

CCC(=O)N1CCc2cc(Br)cc(S(=O)(=O)CCC(=O)NCc3ccco3)c21
  GBA activity up = -18

Cc1ccc(C)c2[nH]c(=O)c(CCNC(=O)c3ccc4c(c3)OCO4)cc12
  GBA activity up = -25

CCOC(=O)C1=C(C)OC(N)=C(C#N)C1c1c(C)nn(-c2ccc(C)cc2)c1Cl (stereo not given)
  GBA activity up = -10

Cn1cc(C(=O)NC2CCCCCCC2)c(=O)c2cc(S(=O)(=O)N3CCCC3)ccc21
  GBA activity up = 4

C=CCn1c(=N)c(C(=O)NCCCOC)cc2c(=O)n3ccccc3nc21
  GBA activity up = 7
